Compound activity from PubChem.
D1 antagonist = human D1 dopamine receptor antagonism | P21728 | AID 504652 | activity change, negative = inhibition, % at 10 µM | 3.2% of 360,000 active | HEK293 TREx D1 cells, calcium flux, dopamine EC80; stronger effect = lower value; in the data active means activity change below about -30%; further: on the % scale 0 is the no-effect control and ±100 the full control effect
Target sequence (P21728 whole entry, looked up): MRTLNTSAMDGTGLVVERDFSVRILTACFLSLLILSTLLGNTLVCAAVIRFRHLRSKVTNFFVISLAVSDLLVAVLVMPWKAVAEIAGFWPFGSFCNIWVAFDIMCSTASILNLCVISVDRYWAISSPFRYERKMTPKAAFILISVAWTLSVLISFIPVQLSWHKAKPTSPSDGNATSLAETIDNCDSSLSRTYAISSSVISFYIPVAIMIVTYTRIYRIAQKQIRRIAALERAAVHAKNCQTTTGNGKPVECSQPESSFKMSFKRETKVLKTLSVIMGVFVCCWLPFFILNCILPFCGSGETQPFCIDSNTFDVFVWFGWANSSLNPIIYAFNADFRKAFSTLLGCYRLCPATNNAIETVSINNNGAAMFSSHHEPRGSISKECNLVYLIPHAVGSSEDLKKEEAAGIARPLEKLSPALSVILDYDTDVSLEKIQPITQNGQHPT
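Using tetracycline-induced force-coupled D1 Hek293 cells and a calcium dye, signals were followed for 180 s after compound, then for 180 s after EC80 dopamine, to detect inhibitors.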
TRHR enhancer = allosteric enhancers of human TRH receptor; enhancement, % at 2 µM; P34981; 0.66% of 360,000 active; AID 493056; TRHR cells, fluo-8 calcium fluorescence, EC20 TRH enhancement; in the data active means enhancement above about 30%; further: 0% is about no effect
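Enhancer read-out: after compound pinning and an initial kinetic agonist-mode read, an EC20 of TRH (10 nM final) was injected and fluo-8 calcium signal (Ex 480/Em 530) followed at 1 s/cycle for 100 cycles in TRHR-expressing cells.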
D2 potentiator = positive allosteric modulators of human D2 dopamine receptor | potentiation, % at 10 µM | 0.34% of 340,000 active | AID 485347 | HEK293 T-REx D2, calcium flux, EC20 dopamine potentiation | P14416;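 active means potentiation over 3 SD above the plate norm, cut at about 30% in these data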; further: 0% is about no effect
Target sequence (P14416 whole entry, looked up): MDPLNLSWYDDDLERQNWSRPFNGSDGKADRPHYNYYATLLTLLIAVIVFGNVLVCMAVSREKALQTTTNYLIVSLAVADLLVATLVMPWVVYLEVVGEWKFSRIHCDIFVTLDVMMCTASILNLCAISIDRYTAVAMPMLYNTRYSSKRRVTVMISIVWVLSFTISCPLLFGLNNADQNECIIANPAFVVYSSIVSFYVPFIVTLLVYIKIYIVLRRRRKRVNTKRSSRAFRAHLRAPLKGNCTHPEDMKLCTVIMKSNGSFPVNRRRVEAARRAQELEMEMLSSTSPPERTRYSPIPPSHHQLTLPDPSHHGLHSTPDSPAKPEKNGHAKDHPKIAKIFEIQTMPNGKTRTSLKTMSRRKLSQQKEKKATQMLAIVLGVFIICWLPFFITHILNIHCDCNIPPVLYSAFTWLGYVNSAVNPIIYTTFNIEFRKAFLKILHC
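Using a no-wash calcium dye in inducible, force-coupled HEK293 Trex cells expressing D2, we tracked fluorescence each second for 180 s after compound, then for 180 s after EC20 dopamine to detect augmented signalling.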
D2 ag = D2 dopamine receptor (human) agonism | HEK293 T-REx D2 cells, calcium flux agonist mode | P14416 | activation, % at 2 µM | 0.53% of 340,000 active;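 active means activation over 3 SD above normal in the single-dose calcium agonist read, cut at about 30% in these data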; further: 0% is about no effect
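In this primary screen, compounds producing a positive calcium signal within 180 s of addition to tetracycline-induced, force-coupled HEK293 Trex D2 cells are flagged; cells are dye-loaded with a no-wash calcium kit beforehand.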
D1 ag = human D1 receptor agonism; activation, % at 2 µM; HEK293 T-REx D1 cells, calcium flux, agonist mode; P21728; 1% of 360,000 active; in the data active means activation above about 30%; further: 0% is about no effect
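Inducible HEK293 T-REx D1 cells, force-coupled to calcium signalling, were plated at 4000 cells/well with tetracycline and held overnight at 30 C. After no-wash calcium dye loading, compound-evoked calcium rise over 180 s flagged agonists.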
D1 potentiator = human D1 dopamine receptor positive modulation; P21728; HEK293 TREx D1 cells, calcium flux, dopamine EC20 potentiation; potentiation, % at 10 µM; 0.036% of 360,000 active; AID 504651; in the data active means potentiation above about 30%; further: 0% is about no effect
RXFP1 antagonist = antagonists of human relaxin receptor RXFP1; 0.59% of 350,000 active; activity change, negative = inhibition, % at 57.5 µM; HEK293-RXFP1, relaxin-stimulated cAMP HTRF, 30 min; stronger effect = lower value; Q9HBX9;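 active means activity change of -60% or lower, but not beyond a set lower limit; inconclusive means change between -60% and -40%, or beyond the set limit; inactive means change above -40%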; further: on the % scale 0 is the no-effect control and ±100 the full control effect
D2 antag = antagonists of human D2 dopamine receptor | AID 485344 | HEK293 TREx D2 cells, calcium flux, dopamine EC80 | P14416 | inhibition, % at 10 µM | 2% of 340,000 active; in the data active means inhibition above about 30%; further: 0% is about no effect
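Inhibition of EC80 dopamine-driven calcium flux, recorded kinetically, defines activity here; cells are a tetracycline-induced HEK293 T-REx line expressing force-coupled D2.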
RXFP1 agonist = RXFP1 (human) receptor agonism. HEK293T-RXFP1 cAMP TR-FRET, 30 min; response scale: percent of porcine relaxin response, buffer zero. Potency, µM (titrated, usually from 57.5 µM), without a hit: at the top dose activation, actives largely listed as activators. 0.3% of 370,000 active. AID 2676; active means well fitted activation curve with a large enough effect; inconclusive means small, poorly fitted or top-dose-only effect; further: potency means the concentration at half of the fitted maximal effect; on the % scale 0 is the no-effect control and ±100 the full control effect; nearly all actives have a fitted effect of over 60% in size; many of its hits are not listed in these tables
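cAMP rise read by TR-FRET after 30 min, 37C compound exposure (up to 58 uM) in RXFP1-transfected HEK293 cells with Ro 20174 present. EC50 from Hill-equation fits, with 29 nM porcine relaxin as 100% and buffer as basal.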
* hit, by the source's call; ? = inconclusive; . = no result given. An excerpt (hit frequency here may not be typical).

molecule	D1 antagonist	TRHR enhancer	D2 potentiator	D2 ag	D1 ag	D1 potentiator	RXFP1 antagonist	D2 antag	RXFP1 agonist
CCOc1ccc(/C=C/c2nc(C#N)c(Nc3ccc(OC)cc3)o2)cc1	4.5	-0.2	3.4	0.0	2.7	0.1	-2.4	.	6.2%
CCN1CCN(c2nc3c(c(=O)n(C)c(=O)n3C)n2Cc2cccc3ccccc23)CC1	9.7	4.0	-1.9	1.7	0.3	-4.0	1.2	4.4	1.5%
S=C1NCCc2ccc(Cl)cc2C1c1ccccc1 (stereo not drawn)	3.1	-10.9	-2.3	-0.8	4.8	-6.2	-6.1	17.1	0.7%
O=C(Nc1cccc2ncccc12)c1ccccc1F	-8.5	4.9	5.3	14.2	2.8	-5.2	-1.0	-9.1	3.6%
COc1ccc(Cn2c(-c3ccco3)nc3oc4cc(OC)ccc4c(=O)c3c2=O)cc1	-7.2	8.8	0.8	-0.8	-0.1	0.9	-0.7	-6.4	9.3%
CC(=O)c1c(N2CCOCC2)[nH]c(-c2ccccc2)nc1=S	-3.9	3.2	3.5	3.0	2.3	-1.9	41.9	-1.4	0.6%
CC(NC(=O)c1noc2c1CCCC2)c1ccccc1 (stereo not drawn)	-6.6	0.1	2.1	-0.3	1.8	2.5	-1.8	-5.7	2.1%
O=C1CCCCC1c1cccc2ccccc12 (stereo not drawn)	-20.1	-1.5	0.1	0.0	4.0	-3.1	16.2	10.3	-0.7%
CN(CC(=O)Nc1ccccc1C(F)(F)F)C(=O)Cc1ccccc1F	3.8	1.5	12.8	.	1.4	6.7	-3.2	.	-0.5%
Cc1sc2nc(SCC(=O)c3cc(C)n(CC4CCCO4)c3C)n(C(C)C)c(=O)c2c1C (stereo not drawn)	-13.0	4.4	-2.4	-1.1	-0.1	-2.6	10.9	-13.7	0.0%
CN(C)C(CNC(=O)Cc1cccc(C(F)(F)F)c1)c1ccccc1 (stereo not drawn)	-12.0	-0.8	.	-2.6	3.2	-7.2	9.1	1.7	0.2%
CCc1ccc(C(=O)CCC(=O)Nc2cccc(S(=O)(=O)N3CCCCC3)c2)cc1	-0.5	-2.0	-4.7	0.8	1.2	-2.9	-12.1	-0.1	0.0%
CC(C)CNC(=O)C(=O)NNC(=O)C1CCCCC1	-7.0	4.9	18.8	-0.5	0.1	4.2	-6.6	10.0	0.2%
Cc1cccc(-n2cc(-c3ccccc3)c3c(NN4CCOCC4)ncnc32)c1	5.2	8.6	6.4	17.8	16.5	4.5	.	-3.7	1.4%
O=C(Nc1ccccc1)OCCNC(=O)c1cccc(Br)c1	-15.6	1.1	-10.0	-1.8	7.4	-5.3	0.3	4.0	2.9%

(next part)
molecule	D1 antagonist	TRHR enhancer	D2 potentiator	D2 ag	D1 ag	D1 potentiator	RXFP1 antagonist	D2 antag	RXFP1 agonist
O=C(Nc1ccc(C(=O)N2CCOCC2)cc1)c1cccs1	0.3	8.3	-0.1	-2.1	3.5	-7.9	-9.2	5.6	-0.8%
O=[N+]([O-])c1ccc(N2CCN(CCO)CC2)cc1NCc1ccco1	-12.8	6.8	-21.7	-0.5	1.3	-0.6	6.8	34.1*	5.5%
Cc1cc(C(=O)OCc2nnc(-c3ccccc3)o2)c(C)n1-c1ccccc1	-15.7	-1.9	-4.7	-0.5	9.1	-6.2	-4.1	-1.1	1.0%
Cc1ccc(C2=NN3C(=O)c4ccccc4C3C2)cc1 (stereo not drawn)	-6.0	0.7	1.2	0.8	2.0	5.5	5.1	-12.4	-2.3%
NN=C1c2cc([N+](=O)[O-])ccc2-c2ccc([N+](=O)[O-])cc21	-14.0	-3.3	7.2	-3.1	0.3	3.0	.	-13.2	-0.9%
COCCNC(=O)c1onc(CSc2cc(C)cc(C)c2)c1C(=O)NCCOC	8.6	-2.4	-6.5	-0.3	-1.3	5.3	.	4.6	0.0%
CC(NC(=O)c1cc(-c2cccnc2)nc2ccc(Br)cc12)C1CCCO1 (stereo not drawn)	-33.7*	8.4	-11.4	0.6	0.1	2.0	4.4	-15.1	?
CCOc1ccc(S(=O)(=O)N(C)c2ccc(OCC(=O)Nc3nc4ccccc4s3)cc2)cc1	-3.7	-4.3	-0.2	1.0	4.2	-10.3	3.7	-17.7	1.8%
Cc1c(C)c2cc(Cl)c(O)c(CN3CCCC(C)C3)c2oc1=O (stereo not drawn)	-4.2	7.2	-5.3	-2.1	4.0	11.1	-10.6	-6.5	9.3%
CCCN(C(=O)CCc1nc(-c2ccc(OC)cc2)no1)c1ccccc1F	-6.7	0.1	17.6	.	6.0	-1.6	.	.	3.5%
COc1ccccc1NC(=O)C1=C(C)N(c2ccccc2)C(=S)NC1c1cccc(C(F)(F)F)c1 (stereo not drawn)	13.8	5.0	0.3	0.9	4.0	2.9	-10.8	-14.0	-1.4%
Cc1cccc(NC(=O)COc2nsnc2N2CCOCC2)c1	-13.7	-8.2	-2.9	0.5	4.4	-1.9	1.1	-9.0	0.8%
COc1cc(OC)c(C(=O)OCC(=O)NCCc2ccccc2)cc1OC	1.6	-1.6	1.1	-0.5	3.2	3.9	-8.8	0.2	-2.0%
O=c1ccc2cc3c([nH]c4ccc(Br)cc43)oc-2c1O	9.8	0.3	.	3.5	6.4	-0.8	.	-1.3	3.0%
Cc1ccc(NS(=O)(=O)c2cc(C(=O)N3CCN(C)CC3)ccc2C)cc1C	12.4	4.5	.	.	-0.2	3.4	-10.8	.	0.1%

Further records follow:
molecule	D1 antagonist	TRHR enhancer	D2 potentiator	D2 ag	D1 ag	D1 potentiator	RXFP1 antagonist	D2 antag	RXFP1 agonist
N/C(=N\OC(=O)CCC1CCCC1)c1ccc([N+](=O)[O-])cc1	-14.9	2.6	-0.7	.	4.9	-0.2	-22.9	.	3.1%
Cc1cccc(N(C)C(=O)Cn2c(=O)oc3cc(S(=O)(=O)N4CCCCC4)ccc32)c1	2.6	0.2	-3.4	-0.2	-1.2	-5.4	.	.	0.9%
CCCCN1C[C@H](Cc2ccccc2)[C@@H](CC(=O)Nc2ccccc2)C1=O	-4.7	-2.9	0.0	-1.0	-0.7	-4.7	.	6.9	0.4%
Cc1noc(C(=O)Nc2cccc(Cl)c2)c1Cl	3.5	-0.8	3.0	2.6	2.5	1.3	-6.0	-2.4	-1.9%
CN1C(=O)N(C)C2CC1N(C)C(=O)N2C	-8.3	12.5	8.3	-0.5	2.7	-2.9	-4.2	2.5	0.9%
O=C(CS(=O)(=O)Cc1ccccc1)N1CCc2ccccc2C1	-20.9	4.2	-5.1	-3.2	1.8	3.1	-17.2	-14.1	3.7%
CC(C)N(CCn1c(SCC(=O)N2CC(=O)Nc3ccccc32)nc2ccccc2c1=O)C(C)C	16.5	7.5	-12.8	-1.2	2.2	1.4	-19.6	4.9	0.6%
O=S(=O)(Nc1nnc(-c2ccccc2)s1)c1ccc(Cl)cc1	-5.6	-1.4	8.8	0.5	1.0	-0.5	-7.8	12.9	2.1%
CCOc1ccc(OCC(=O)OCC(=O)Nc2ccccc2C#N)cc1	-13.0	-0.3	-8.7	0.1	3.3	-2.8	-7.7	-22.5	0.0%
Cc1ccc(CNC(=O)Cc2noc3ccccc23)cc1	-14.4	8.6	.	.	4.4	-0.2	12.2	.	-1.8%
Cn1c2ccccc2c(=O)c2cc(C#CC3(O)CCCCC3)ccc21	4.1	1.1	1.2	-0.3	-0.1	-5.8	.	-6.5	3.6%
O=C(Nc1c2c(nn1-c1cccc(Cl)c1)CS(=O)(=O)C2)c1ccc2c(c1)OCO2	0.8	1.2	0.2	1.2	1.9	-1.2	6.6	-8.0	-0.3%
CC(C)CC(NC(=O)C1CCC(C)CC1)C(=O)NCc1ccccn1 (stereo not drawn)	-12.2	-4.1	-5.0	0.2	2.9	-9.1	-19.1	-19.2	2.1%
COc1ccc(CN(C)C(=O)COC(=O)c2ccc3c(c2)OCO3)cc1OC	-0.4	4.8	18.9	1.6	0.6	9.3	-3.3	1.7	0.1%
O=C(CCOc1ccccc1)Nc1ccccc1F	2.9	-24.0	-1.0	-1.8	2.8	-2.1	-3.0	-9.8	1.2%

Retrieved by structure from the entries so far, three records:
molecule	D1 antagonist	TRHR enhancer	D2 potentiator	D2 ag	D1 ag	D1 potentiator	RXFP1 antagonist	D2 antag	RXFP1 agonist
O=C(CS(=O)(=O)Cc1ccccc1)N1CCc2ccccc2C1	-20.9	4.2	-5.1	-3.2	1.8	3.1	-17.2	-14.1	3.7%
O=C(Nc1c2c(nn1-c1cccc(Cl)c1)CS(=O)(=O)C2)c1ccc2c(c1)OCO2	0.8	1.2	0.2	1.2	1.9	-1.2	6.6	-8.0	-0.3%
O=C(CCOc1ccccc1)Nc1ccccc1F	2.9	-24.0	-1.0	-1.8	2.8	-2.1	-3.0	-9.8	1.2%

New compounds follow:
molecule	D1 antagonist	TRHR enhancer	D2 potentiator	D2 ag	D1 ag	D1 potentiator	RXFP1 antagonist	D2 antag	RXFP1 agonist
CC1CCc2c(sc(NC(=S)NC(=O)c3ccccc3)c2C#N)C1 (stereo not drawn)	0.3	5.0	7.4	-0.7	6.5	2.3	-1.4	37.5*	-1.5%
O=C(O)c1ccc(/C=N/Nc2ccc(S(=O)(=O)N3CCCC3)cc2[N+](=O)[O-])cc1	-3.6	-2.6	-0.3	-1.2	-0.4	4.9	-0.4	2.1	1.5%
O=C(O)c1c2c(nc3ccccc13)/C(=C/c1ccccc1[N+](=O)[O-])CCC2	5.4	-4.9	28.0	-0.1	-2.2	-4.2	11.5	-14.3	0.1%
COc1ccc(-n2c(=O)c3c4c(sc3n3c(=S)[nH]nc23)CCC4)cc1	3.3	0.9	12.1	0.1	0.8	-14.9	-30.8	-10.4	0.2%
COc1ccc(NC(=O)COc2ccc(C)c(C)c2)cc1S(=O)(=O)N1CCCCC1	-13.6	2.6	6.7	-1.1	5.1	-5.5	-19.7	0.7	-2.2%
